Screens deposited in PubChem by National Center for Advancing Translational Sciences (NCATS).
SW480 rereplic = DNA re-replication induction in SW480 cells | SW480 DNA re-replication, Hoechst DNA content imaging, 48 h | AID 624297 | Potency, µM (highest dose often 46.1 µM), without a hit: at the top dose re-replication activation, actives largely listed as activators | 340,000 tested, 1.8% active; also: potency is read from the fitted curve at half-maximal effect; % of control where 0% means no effect; nearly all actives have a fitted effect of over 55% in size
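Image-based read-out: total Hoechst fluorescence of nuclei (405 nm excitation, 500-530 nm emission), with hits raising the fraction of high-intensity nuclei. SW480 colon cells incubated 48 hr with compounds at 37 C.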
KB-3-1 cytotox = KB-3-1 parental cell cytotoxicity; KB-3-1 viability, CellTiter-Glo ATP luminescence, 72 h; Potency, µM (highest dose often 46.1 µM), for inactives: at the top dose activity change, negative = cytotoxic, most hits filed as cytotoxic; 400,000 tested, 1.4% active; AID 1347075; also: potency is read from the fitted curve at half-maximal effect; % is scaled to controls: 0 for no effect and ±100 for the full control effect; nearly all actives have a fitted effect of over 60% in size
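Cytotoxicity measured as CellTiter-Glo luminescence after 72 h at 37 C. Compound titrations were pinned onto drug-naive KB-3-1 parental adenocarcinoma cells grown in DMEM with 10% FBS, and normalized data fitted to concentration-response curves.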
ATXN2 expr inh = inhibitors of ATXN2 expression. HEK-293 ATXN2-luciferase reporter, luminescence, 24 h. Potency, µM (top dose mostly 57 µM), for the others: top-dose activity change, negative = inhibition, most hits filed as inhibitors. 360,000 tested, 0.72% active. AID 1745845; also: potency is read from the fitted curve at half-maximal effect; % is scaled to controls: 0 for no effect and ±100 for the full control effect; nearly all actives have a fitted effect of over 55% in size
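qHTS (up to 57 uM final) was run with 24 h compound exposure of reporter cells at 37 °C. Each well was multiplexed: SteadyGlo luminescence measured ATXN2-luciferase expression after a fluorogenic Gly-Phe-AFC viability readout (25 uM final).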
IL1B secr inh = inflammasome signaling inhibition, IL-1 beta readout; AID 743279; THP-1 LPS/ATP IL-1B secretion, AlphaLISA, 16 h; active compounds read low; 360,000 tested, 4.7% active; activity change, % at 57.5 µM; in the data active = activity change below about -50%; inconclusive = mostly about -30% to -49%; also: % is scaled to controls: 0 for no effect and ±100 for the full control effect
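Secreted IL-1B measured by AlphaLISA bead assay after 16 h compound exposure of THP-1 cells; compounds (final up to 57.5 uM) added 1 h before LPS (250 ng/mL) and ATP (1.25 mM) stimulation; lower signal means less secretion.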
HT1080NT lethal = kills 2HG-producing HT-1080-NT fibrosarcoma cells; HT-1080-NT fibrosarcoma viability, CellTiter-Glo ATP luminescence, 48 h; Potency, µM (highest dose often 46.1 µM), inactives show top-dose activity, negative = less viability, most hits filed as cytotoxic; 360,000 tested, 1.6% active;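 also: NT is the 2HG producing partner of a matched IDH1 knockdown line; potency is read from the fitted curve at half-maximal effect; 0% = DMSO-treated cells and -100% = media-only wells without cells; nearly all actives have a fitted effect of over 55% in size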
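HT-1080-NT; 750 cells/well; 5% FBS RPMI; 48 h compound, 37 degrees C; CellTiter-Glo luminescence; curve fitting and curve-class assignment.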
MCF10A rereplic = DNA re-replication induction in MCF 10a cells; MCF 10A DNA re-replication, Hoechst nuclear intensity, 48 h; Potency, µM (series often up to 46.1 µM), for the others: at the highest dose activity, positive = re-replication, most hits filed as activators; 350,000 tested, 2.9% active; AID 624296; also: potency is read from the fitted curve at half-maximal effect; % of control where 0% means no effect; nearly all actives have a fitted effect of over 50% in size
WRN inhibitor = WRN helicase (human) inhibition. WRN helicase unwinding, fluorescent forked duplex, kinetic. Potency, µM (doses to about 114 µM), for the others: at the top dose activity change, negative = inhibition, usual class: inhibitors. 360,000 tested, 0.46% active. Q14191; also: potency is read from the fitted curve at half-maximal effect; % is scaled to controls: 0 for no effect and ±100 for the full control effect; nearly all actives have a fitted effect of over 55% in size
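Screening of the MLSMR collection measured strand separation of a quenched forked DNA duplex (100 nM) by 20 nM WRN with 2 mM ATP, all final. Compounds were preincubated with enzyme 15 min at room temperature.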
HT1080 IDH1KD tx = toxicity to HT-1080 IDH1 knockdown cells (counter line) | 360,000 tested, 2% active | HT-1080 IDH1 knockdown viability, ATP luminescence, 48 h | Potency, µM (doses to about 46.1 µM), without a hit: at the top dose activity, negative = toxicity, most hits filed as cytotoxic;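 also: potency is read from the fitted curve at half-maximal effect; 0% = DMSO wells and -100% = cell-free medium wells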
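HT-1080-IDH1KD cells (IDH1 knocked down), 750/well in RPMI with 5% FBS, treated with compound 48 h at 37 degrees C. Viability by CellTiter-Glo luminescence, normalised to DMSO and no-cell wells; concentration-response curves classed.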
KB-V1 cytotox = kills drug-selected multidrug resistant KB-V1 cells | KB-V1 MDR cells viability, CellTiter-Glo, 72 h | Potency, µM (top dose mostly 46.1 µM), for inactives: top-dose activity change, negative = cytotoxicity, hits mostly cytotoxic | 400,000 tested, 3.4% active | AID 1347076; also: potency is read from the fitted curve at half-maximal effect; % is scaled to controls: 0 for no effect and ±100 for the full control effect; nearly all actives have a fitted effect of over 60% in size
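KB-V1, DMEM (no phenol red) + 10% FBS; cpd pin-transferred, titration series; 72 h, 37 degrees C; CellTiter-Glo, luminescence. Data normalized, curve-fit.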
Numbers without * were called inactive; ? = inconclusive; . = no result given; & = joins results of further samples; [ ] = remark or other dose. Unless noted, calls follow the shape of the dose curve; as a rule, active = well fitted curve in the direction sought with a large enough effect; inconclusive = small, poorly fitted or top-dose-only effect, or another doubt; inactive = no such curve, though single readings can be large; an effect the other way counts as inactive or inconclusive.

A first look, two compounds:
SMILES	SW480 rereplic	KB-3-1 cytotox	ATXN2 expr inh	IL1B secr inh	HT1080NT lethal	MCF10A rereplic	WRN inhibitor	HT1080 IDH1KD tx	KB-V1 cytotox
COC(=O)c1nc2n(n1)C(c1cccc(Cl)c1)C1=C(CCCC1=O)N2 (stereo not given)	0%	-3%	-1%	-2	-8%	15%	-1%	4%	-7%
Cc1cc(Nc2ccc(Br)cc2)nc2ccccc12	6%	-1%	-28%	-6	?	?	1%	?	0%

All compounds of this part, previewed entries included:
SMILES	SW480 rereplic	KB-3-1 cytotox	ATXN2 expr inh	IL1B secr inh	HT1080NT lethal	MCF10A rereplic	WRN inhibitor	HT1080 IDH1KD tx	KB-V1 cytotox
COC(=O)c1nc2n(n1)C(c1cccc(Cl)c1)C1=C(CCCC1=O)N2 (stereo not given)	0%	-3%	-1%	-2	-8%	15%	-1%	4%	-7%
Cc1cc(Nc2ccc(Br)cc2)nc2ccccc12	6%	-1%	-28%	-6	?	?	1%	?	0%
Fc1ccccc1N1CCN(C(c2ccncc2)c2nnnn2C2CCCC2)CC1 (stereo not given)	2%	-9%	32%	-4	0%	5%	-3%	-4%	5%
O=C(Nc1ccc(N2CCOCC2)c(Cl)c1)c1ccc([N+](=O)[O-])o1	6%	-22%	.	-105*	6.5µM*	?	8%	4.6µM*	-23%
COC(=O)CC1COc2ccccc2N1C(=O)c1ccc(OC)cc1 (stereo not given)	1%	6%	-1%	8	-2%	-2%	5%	0%	-4%
CCN(CC(=O)Nc1c(F)cccc1F)C(=O)c1ccc(COc2ccccc2)o1	0%	20%	8%	-5	-2%	1%	-1%	0%	-20%
CC1(C)Cc2nc3sc(C(=O)NCCCO)c(N)c3cc2CO1	-14%	-2%	.	?	-5%	4%	2%	-2%	4%
COc1ccc2nc3oc(C(=O)N4CCC(C(N)=O)CC4)cc3cc2c1	-8%	13%	14%	-5	6%	6%	-5%	6%	16%
CCC(=O)Nc1nnc(SCCN2CCOCC2)s1	0%	3%	.	5	11%	-1%	2%	9%	0%
O=S(=O)(Cc1noc(-c2ccc(OC(F)(F)F)cc2)n1)c1ccc(F)cc1	32%	-8%	.	12	-4%	20%	-3%	-2%	-1%
COc1ccc(CNC(=O)c2ccc(CS(=O)(=O)c3ccc(OC)cc3)o2)cc1	.	-12%	.	-2	-4%	.	-5%	3%	?
CCc1cc(OCCCSc2nc(C)cc(=O)[nH]2)ccc1Cl	1%	?	-12%	8	-25%	3%	5%	?	-26%
COC(=O)c1ccccc1NC(=O)CNc1cc(OC)c(OC)cc1C	10%	-15%	.	22	-5%	17%	-4%	1%	12%
CCN(CC)C(=O)CSc1nnc(COc2ccc(OC)cc2)n1N	-1%	3%	-9%	0	12%	-4%	6%	9%	-8%
Cc1ccc(CN2CCN(CC(=O)NC(C)CCc3ccccc3)C2=O)cc1 (stereo not given)	2%	-29%	-4%	-5	4%	-1%	-4%	3%	2%
O=C(COC(=O)c1ccccc1C(=O)c1ccccc1)NCc1ccc(F)cc1	-5%	-2%	-9%	-77*	-9%	-2%	-1%	9%	1%
CCC(c1nnc(SCC(=O)Nc2ccc(C(N)=O)cc2)n1Cc1ccccc1)N(C)C (stereo not given)	-3%	.	2%	20	-9%	-2%	-8%	8%	.
O=S1(=O)CCC(NS(=O)(=O)/C=C/c2ccccc2)C1 (stereo not given)	0%	-3%	1%	-6	-1%	-1%	-8%	6%	-11%
O=C(NCCN1C(=O)S/C(=C\c2ccccc2)C1=O)C1CCN(S(=O)(=O)c2cccs2)CC1	-1%	-3%	20%	-1	-4%	?	12%	0%	?
Cc1ccsc1/C=N/NC(=O)CN1CCN(S(=O)(=O)c2ccc(Br)cc2)CC1	.	21%	0%	0	1%	21%	-22%	-1%	?
Cc1nnc(SCC(=O)NNC(=O)c2ccc(Cl)cc2)s1	-3%	6%	-27%	-16	3%	-2%	12%	8%	0%
O=C(/C=C/c1ccco1)N1CCN(S(=O)(=O)c2cccc([N+](=O)[O-])c2)CC1	-2%	-7%	-3%	20	-4%	2%	8%	-10%	23µM*
O=C(CSc1nc(-c2ccccc2)cs1)NCCCN1CCCC1=O	-30%	-12%	7%	15	-10%	4%	13%	0%	-15%
COc1c(Br)cc([N+](=O)[O-])c(OC)c1C(=O)NC(=O)Nc1c(Cl)cccc1Cl	?	2%	-5%	39	-4%	?	0%	-18%	?
COc1ccc(Nc2nc3ccc(OC)cc3s2)cc1	-2%	1%	36%	?	-15%	?	-13%	-14%	?
CC(=O)Nc1ccc(S(=O)(=O)Nc2nnc(C3CCCCC3)s2)cc1	-2%	7%	3%	14	9%	0%	1%	3%	-3%
NS(=O)(=O)c1ccc(CCNC(=O)CNC(=O)COc2ccccc2)cc1	-5%	1%	.	0	-2%	-13%	-7%	-4%	0%
O=C(c1ccccc1)N1CCN(c2n[nH]c(=O)[nH]c2=O)CC1	2%	2%	?	-5	2%	8%	0%	0%	0%
COc1ccc2[nH]c(=O)c(CN(C)C(=O)c3ccncc3)cc2c1	-8%	13%	-2%	-6	11%	-2%	-2%	4%	-1%
CC(=O)c1c(COC(=O)c2ccccc2)nc2ccccc2[n+]1[O-]	-13%	17%	1%	19	15%	0%	0%	4%	-3%
O=C(CNC(=O)OCc1ccccc1)NCC(=O)Oc1ccc([N+](=O)[O-])cc1	0%	9%	-21%	-1	8%	-4%	3%	11%	16%
O=C1C2C3c4ccccc4C(c4ccccc43)[C@@H]2c2nc3ccccc3n21 (stereo not given in full)	-3%	0%	-19%	1	-6%	3%	0%	-14%	-3%
Cc1nc(N2CCN(Cc3ccccc3)CC2)c(C#N)c2c1COC(C)(C)C2	12%	-16%	-15%	-2	-2%	6%	-29%[57.1 µM]	-4%	?
COc1ccc(NC(=O)CN(C)S(=O)(=O)c2ccc3c(c2)NC(=O)CS3)cc1	0%	0%	-5%	-1	-5%	1%	10%	-18%	?
CCCS(=O)(=O)N1CCC(C(=O)NCc2ccco2)CC1	-3%	-8%	-1%	18	23%	-4%	-10%	24%	11%
O=C1Nc2ccc(NS(=O)(=O)c3cccs3)c3cccc1c23	-113%[inhibitor]	-5%	48%[activator]	-9	-19%	-3%	-11%	-1%	?
O=S(=O)(Nc1ccc(N=Nc2ccc(O)c3ccccc23)cc1)c1ccccc1	-5%	-26%	-18%	-60*	-22%	15%	-20%	?	0%
CCCC(=O)NC(=S)Nc1ccc(S(=O)(=O)Nc2ccc(OCC)cc2)cc1	5%	0%	-7%	8	4.6µM*	?	-5%	23µM*	?
CCc1ccc(OCCCCN(C)Cc2ccccc2)cc1	-7%	4%	-32%	?	-11%	14%	10%	-19%	-2%
O=c1ccc(-c2ccccc2)nn1Cc1ccccc1F	0%	-19%	-1%	-62*	-5%	-3%	14%	-20%	-34%
Cc1ccc(C(=O)OC2=CC(=O)CC(C)(C)C2)cc1	-8%	5%	-3%	12	2%	-4%	-4%	9%	20%
O=C(CSc1n[nH]c(-c2cccnc2)n1)Nc1cccc(Cl)c1	2%	8%	-6%	11	0%	?	-9%[57.1 µM]	-2%	30%
CCN1CCN(C(=O)c2cc(COc3c(C)cccc3C)on2)CC1	0%	5%	6%	-2	5%	20%	3%	8%	-12%
O=C(CSc1nnc(-c2ccccc2)o1)NCC1CCCCC1	-15%	1%	-17%	7	3%	-9%	-1%	12%	-21%
CS(=O)(=O)Nc1ccc(C(=O)Nc2ccccc2Cl)cc1	1%	2%	22%	-11	15%	-3%	-6%	12%	-12%
COc1ccc(CN2CC(C(=O)N3CCOCC3)CC2=O)cc1 (stereo not given)	-5%	9%	4%	-1	9%	-3%	-5%	?	?
Cc1ccnc(NC(=O)c2ccc(NC(=O)CC3SC(N4CCCC4)=NC3=O)cc2)c1 (stereo not given)	-4%	7%	-4%	-1	12%	-1%	-10%	12%	7%
CCC(c1nnnn1-c1ccc2c(c1)OCCO2)N1CCN(c2ncccn2)CC1 (stereo not given)	.	17%	-11%	-6	-1%	.	-2%	2%	0%
O=C1NC2=C(C(=O)CCC2)C(c2ccc([N+](=O)[O-])cc2)N1 (stereo not given)	-3%	12%	10%	4	13%	-5%	5%	3%	2%
COc1ccc(-c2nnc(-c3ccc(Br)o3)o2)cc1OC	-11%	1%	28%	?	7%	10%	7%	-11%	0%
Next part
SMILES	SW480 rereplic	KB-3-1 cytotox	ATXN2 expr inh	IL1B secr inh	HT1080NT lethal	MCF10A rereplic	WRN inhibitor	HT1080 IDH1KD tx	KB-V1 cytotox
CCOC(=O)c1ccccc1NC(=O)CSc1nc2ccncc2[nH]1	?	-2%&-10%	0%&0%	7	-2%	1%	-1%	-3%	-12%&-6%
CCOC(=O)C1(Cc2ccc(OC)cc2)CCN(S(C)(=O)=O)CC1	14%	0%	-16%[11.3 µM]	19	-2%	2%	-5%	6%	30%
O=C(N/N=C/c1cc(Br)ccc1O)c1ccccc1Cl	?	?	?	53	?	?	-8%	16µM*	?
Cc1noc(C)c1S(=O)(=O)N1CCCC(C(=O)NCCc2ccccc2)C1 (stereo not given)	?	2%	-4%	13	-3%	-8%	3%	-5%	-17%
O=C(CN1C(=O)NC2(CCSC2)C1=O)NCc1ccccc1 (stereo not given)	-9%	2%	-4%[11.3 µM]	-4	?	1%	-5%	8%	?
CCOC(=O)/C(C#N)=C/c1cn(CCOc2ccc(OC)cc2)c2ccccc12	4%	-2%	-11%	14	-6%	16µM*	1%	-3%	2%
N#Cc1c(Cl)nsc1NN	0%	-2%	-17%[11.3 µM]	-64*	?	16%	-32%	?	-9%
O=C(Cn1cnc([N+](=O)[O-])n1)c1ccccc1	-2%	5%	-1%	9	7%	2%	7%	9%	-14%

Not a hit list; about 12% have a hit in one of these screens.
